High-throughput results as filed in PubChem BioAssay.
Tat export inh: blocks Tat-dependent protein export in E. coli. E. coli MC4100 TorA-mCherry Tat export, fluorescence. inhibition, % at 10 µM. 340,000 compounds, 0.036% hits;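 active = mean replicate inhibition at least 50% and at least half of replicates individually reaching 50%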;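 also: exported cargo escapes ClpAP degradation while cytoplasmic cargo is degraded and loses fluorescence; 0% = median of neutral control wells and 100% = median of NaSCN control wells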
Rtt109 HAT inh: blocks Candida albicans Rtt109/Vps75 acetyltransferase activity; purified Rtt109/Vps75, ThioGlo CoA-SH fluorescence, 4 h; inhibition, % at 34.9 µM; 330,000 compounds, 0.16% hits; AID 540336;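 active = inhibition of at least 50% in every replicate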
Target sequence (Q5AAJ8 whole entry, looked up): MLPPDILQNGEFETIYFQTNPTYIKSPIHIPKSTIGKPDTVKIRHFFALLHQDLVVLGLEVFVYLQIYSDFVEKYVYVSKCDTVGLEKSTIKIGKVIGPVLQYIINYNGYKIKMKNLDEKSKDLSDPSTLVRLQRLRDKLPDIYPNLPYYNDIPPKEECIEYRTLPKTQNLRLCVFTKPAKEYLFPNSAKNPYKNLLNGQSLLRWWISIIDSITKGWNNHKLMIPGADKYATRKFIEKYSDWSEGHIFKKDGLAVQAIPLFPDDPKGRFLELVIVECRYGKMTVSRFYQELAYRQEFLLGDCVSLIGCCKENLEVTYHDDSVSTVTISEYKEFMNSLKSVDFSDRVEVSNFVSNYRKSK
CAL PDZ inh: human CAL PDZ-peptide interaction inhibition. Q9HD26. purified CAL PDZ, TMR-peptide fluorescence polarization, 1 h. inhibition, % at 20 µM. 330,000 compounds, 0.02% hits. AID 504414;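 active = highest replicate inhibition of at least 40%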;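 also: plate controls were DMSO neutral control wells for no effect and unlabeled competitor peptide control wells for full effect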
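material = purified tagged CAL PDZ domain construct (CerCALP) | buffer or medium = sodium phosphate/NaCl buffer pH 7.4 with TCEP, IgG, Thesit | reagent = TMR-labelled reporter peptide T*-PRC34 bound in PDZ groove | incubation = 1 h room-temperature incubation prior to read | measured by = fluorescence polarization (mP) | evaluation = percent inhibition from loss of millipolarization | control set = unlabelled peptide and DMSO controls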
Wnt act: activates Wnt/beta-catenin signaling in a reporter cell assay | activator, plate reader | activation, % at 9.35 µM | 300,000 compounds, 1.2% hits; in the data active = activation above about 30%, passing the limit was not always enough;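 also: 0% = neutral control wells and 100% = positive control wells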
PvdQ acylase: blocks Pseudomonas aeruginosa PvdQ acylase activity. purified PvdQ acylase, fluorescence plate reader. inhibition, % at 10 µM. 340,000 compounds, 0.063% hits. AID 488965; in the data active = inhibition above about 30%, passing the limit was not always enough;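 also: 0% = vehicle neutral wells and 100% = reference inhibitor wells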
DAGLB inhibitor: diacylglycerol lipase beta (human) inhibition | Q8NCG7 | HEK293T DAGLB membrane lysate, EnzChek fluorogenic substrate | inhibition, % at 5.17 µM | 340,000 compounds, 0.059% hits | AID 504411; in the data active = inhibition above about 34%;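 also: 0% = enzyme with vehicle and 100% = wells lacking enzyme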
Target sequence (Q8NCG7 whole entry, looked up): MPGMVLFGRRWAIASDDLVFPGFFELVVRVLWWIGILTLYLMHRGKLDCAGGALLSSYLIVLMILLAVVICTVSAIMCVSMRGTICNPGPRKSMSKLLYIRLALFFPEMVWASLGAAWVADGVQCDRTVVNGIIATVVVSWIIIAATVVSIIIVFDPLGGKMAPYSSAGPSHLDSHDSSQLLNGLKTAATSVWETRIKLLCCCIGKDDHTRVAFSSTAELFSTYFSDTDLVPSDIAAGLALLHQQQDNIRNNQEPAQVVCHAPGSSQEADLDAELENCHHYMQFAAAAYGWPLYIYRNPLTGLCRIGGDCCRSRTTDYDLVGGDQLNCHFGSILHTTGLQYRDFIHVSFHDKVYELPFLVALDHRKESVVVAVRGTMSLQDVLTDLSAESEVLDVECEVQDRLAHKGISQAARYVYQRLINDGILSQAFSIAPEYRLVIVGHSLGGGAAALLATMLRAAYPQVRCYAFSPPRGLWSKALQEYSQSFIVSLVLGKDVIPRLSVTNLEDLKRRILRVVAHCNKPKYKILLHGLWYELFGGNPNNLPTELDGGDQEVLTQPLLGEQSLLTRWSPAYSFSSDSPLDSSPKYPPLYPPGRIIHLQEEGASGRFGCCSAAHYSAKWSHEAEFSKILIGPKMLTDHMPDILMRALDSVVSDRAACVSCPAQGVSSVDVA
phage Ecoli inh: E. coli growth loss with phage present | growth absorbance | inhibition, % at 11.9 µM | 360,000 compounds, 0.26% hits | AID 651602; in the data active = inhibition above about 11%
PfHsp90 set2: growth inhibition of yeast expressing Plasmodium Hsp90. S. cerevisiae expressing PfHsp90, BacTiter-Glo ATP, 48 h; yeast lacking PDR1 and PDR3 efflux regulators. inhibition, % at 9.4 µM. 310,000 compounds, 0.32% hits;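 active = every replicate shows inhibition above about 80%, whatever the replicate mean, limit read from the data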;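 also: 0% = DMSO neutral controls and 100% = 20 µM radicicol positive controls; yeast relying on Plasmodium falciparum Hsp90 in place of its own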
E coli growth: counter-screen for AddAB inhibitors: E. coli growth inhibition; E. coli V3065 growth, OD600 absorbance, 18 h; AID 449728; inhibition, % at 11.9 µM; 330,000 compounds, 0.27% hits;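 active = inhibition above the campaign's mean inhibition across all tested compounds plus 3 SD, cut at about 9.9% in these data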;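 also: uninfected addAB+ strain grown without phage in ampicillin broth; 0% = DMSO wells and 100% = ciprofloxacin 0.95 µg/ml wells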
AddAB inh: less growth of phage-infected E. coli with AddAB. E. coli expressing H. pylori AddAB, absorbance growth. inhibition, % at 11.9 µM. 330,000 compounds, 0.29% hits. AID 435030; in the data active = inhibition above about 12%;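 also: 0% = vehicle wells of infected cells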
Active calls of the source: *; nt = no result given.

SMILES	Tat export inh	Rtt109 HAT inh	CAL PDZ inh	Wnt act	PvdQ acylase	DAGLB inhibitor	phage Ecoli inh	PfHsp90 set2	E coli growth	AddAB inh
Cc1cc(C(=O)CSc2nn3c(=O)c(C(C)(C)C)nnc3s2)c(C)n1-c1ccc(F)cc1	10.6	-1.6	-0.1	nt	5.3	-0.6	3.3	-7.6	-0.3	5.2
Cc1nn2c(N3CCCC3)c3c(nc2c1-c1ccccc1)CCC3	nt	nt	nt	1.9	nt	nt	3.2	nt	-3.2	-2.8
CCn1ncc([N+](=O)[O-])c1C(=O)n1nc(C)cc1C	-18.9	7.5	-2.1	-0.8	1.6	-3.5	4.1	-12.2	1.7	2.1
O=C(Nc1ccc(N2CCN(c3ccc(C(F)(F)F)cn3)CC2)nc1)c1cccs1	4.8	1.2	0.7	7.8	6.3	-0.4	-1.6	3.6	2.3	6.2
O=C1CC(=C2c3ccccc3-c3ccccc32)C(=O)N1CCCCN1CCN(c2ccccc2)CC1	-7.2	nt	-2.5	nt	-3.6	26.8	nt	nt	-0.9	-1.1
CCOC(=O)N1CCN(C(=O)C(CC(C)C)NC(=O)C2CCCCC2)CC1 (stereo unspecified)	-3.0	-13.3	0.8	0.4	-16.7	-2.8	3.9	-8.9	-2.2	0.5
O=c1[nH]c2ccccc2n1Cc1ccccc1	-2.0	-5.7	0.0	-2.2	-18.2	-1.6	3.4	4.0	-0.1	-0.9
COc1ccc(C2C(C(=O)c3sc(C)nc3C)=C(O)C(=O)N2CCCn2ccnc2)cc1OC (stereo unspecified)	-18.5	6.2	-0.2	4.9	-4.2	-1.3	2.4	19.9	2.9	2.6
CCN(CC)c1c([N+](=O)[O-])c(=O)n(C)c2ccccc12	-5.7	8.6	-1.6	-5.1	21.6	-2.2	4.3	-10.0	-0.3	3.3
CC(NC(=O)Cc1ccc(-c2ccccc2)cc1)c1ccccc1 (stereo unspecified)	-3.4	-6.8	-0.4	-0.5	10.2	-6.0	1.3	-2.6	0.8	-0.1
O=C(CSc1nc2c(c(=O)n1-c1ccc(F)cc1)SCC2)NCc1ccco1	1.9	6.6	nt	-5.0	-10.1	2.1	1.6	nt	0.2	1.8
COCCN(C(=O)CSc1nc2ccc(Cl)cc2[nH]1)c1c(N)n(Cc2ccccc2)c(=O)[nH]c1=O	-10.0	5.4	-2.5	-1.5	-14.4	0.8	-0.9	-1.5	1.0	-0.6
CC1(C)N=C(N)NC(Nc2ccc(Cl)cc2)=N1	2.8	-1.1	5.0	4.2	-5.4	-0.7	1.1	7.9	nt	nt
O=C(NC1CCCCC1)C(c1ccc2ncccc2c1)N(Cc1ccco1)C(=O)c1ccc2c(c1)OCCO2 (stereo unspecified)	3.7	17.9	-2.8	4.4	-14.6	0.1	-0.2	15.8	-1.2	4.0
CC(Sc1ccsc1[N+](=O)[O-])C(=O)NCc1ccco1 (stereo unspecified)	-4.4	15.8	-0.1	nt	10.1	-2.1	5.6	-4.0	7.2	14.3*
c1ccc(-n2c(SCc3ccncc3)nnc2-c2ccco2)cc1	8.2	-1.2	-0.8	nt	-6.4	-0.6	2.1	-7.0	-1.4	0.2
CCC(=O)N1C(=O)CCN(C(C)=O)c2ccccc21	0.3	13.0	nt	nt	-8.0	1.0	3.1	-20.3	-0.2	0.0
O=C(CN(C(=O)CCNC(=O)c1ccco1)c1ccccc1)NC1CCCC1	-6.7	-17.4	0.5	-1.3	-24.0	1.0	0.3	13.9	-2.7	-2.0
C=CCN(C(=O)c1csnn1)C(C(=O)NCc1ccc(F)cc1)c1ccc(F)cc1 (stereo unspecified)	6.8	-4.6	-0.3	-3.4	-3.7	1.6	1.7	3.1	1.3	1.5
COc1ccc(S(=O)(=O)N2CCOCC2)cc1NC(=O)C1CCCN1C(=O)c1cccs1 (stereo unspecified)	1.2	-1.2	0.7	1.3	-13.9	2.7	3.1	-17.1	-0.1	2.6
O=C(Nc1ccc(S(=O)(=O)N2CCOCC2)cc1)c1nn(-c2ccc(F)cc2)ccc1=O	-10.1	2.8	-1.8	-5.3	-4.4	2.4	0.6	-6.2	0.8	0.0
Cc1cc(C)c2nc(Cl)c(C3NC(=O)c4ccccc4N3)cc2c1 (stereo unspecified)	-3.5	10.1	0.1	-1.9	12.4	1.2	2.5	-3.1	0.2	-1.9
O=C1CC(c2nc3ccccc3[nH]2)CN1c1ccccc1 (stereo unspecified)	0.1	-2.1	nt	0.4	-5.6	-1.5	3.2	nt	-1.7	0.8
CCOC(=O)N1CCN(C(=O)c2ccc3c(=O)n(CCC4=CCCCC4)c(=S)[nH]c3c2)CC1	1.0	-1.8	0.3	-5.7	-10.6	4.3	2.3	-14.5	-0.7	-2.4
CCN(CC)CCNc1nc(C(F)(F)F)nc2c1nnn2Cc1ccccc1	1.1	-1.6	nt	-2.7	-8.7	0.8	1.6	19.3	1.5	0.3

The results go on.
SMILES	Tat export inh	Rtt109 HAT inh	CAL PDZ inh	Wnt act	PvdQ acylase	DAGLB inhibitor	phage Ecoli inh	PfHsp90 set2	E coli growth	AddAB inh
CCn1nnnc1-c1ccc(OC)c(S(=O)(=O)Nc2ccc(C(=O)OC)cc2)c1	5.3	6.9	-0.1	nt	-6.0	-1.6	1.6	-4.9	-0.7	2.3
COC(=O)[C@]1(Cc2ccccc2)N[C@H](CN(C)S(=O)(=O)c2ccc(F)cc2)[C@@H]2C(=O)N(C)C(=O)[C@@H]21	1.0	-6.2	-0.5	-2.6	-1.9	0.2	0.7	-13.4	-3.8	1.0
O=C(CN1CCOCC1)Nc1ccccc1C(=O)Nc1ccccc1	15.3	-1.7	-1.9	-2.8	-13.5	-1.5	1.4	-6.9	-0.3	5.6
COc1ccccc1Nc1ncc(C(=O)N2CCC(C(N)=O)CC2)c2ccccc12	1.7	6.3	nt	-2.8	9.0	-1.8	0.1	nt	-2.2	0.9
Cc1cc(C)cc(N(C)S(=O)(=O)c2nnc(NC(=O)C(C)C)s2)c1	18.7	-0.6	-2.6	0.8	-7.0	-1.8	0.9	1.0	nt	nt
CS(=O)(=O)c1ccccc1C(=O)NC1CCCc2ccccc21 (stereo unspecified)	17.6	-7.2	-0.7	0.4	-17.2	1.2	4.1	6.3	-0.8	-1.3
Cc1cc(CNCc2cn(C)nc2-c2ccc(Oc3ccccc3)cc2)on1	-2.1	-2.5	-3.7	-8.8	-14.4	-2.5	1.6	27.9	-0.6	1.4
CCOC(=O)n1c(SCC(=O)N(CC)CC)nc2ccccc21	-0.1	-2.8	3.6	0.9	-2.8	-2.7	-0.7	-3.8	2.2	0.6
CC(C)Oc1cccc(C(=O)C2CCCN(Cc3cnc(N4CCCC4)s3)C2)c1 (stereo unspecified)	1.5	-2.4	-0.4	0.9	-3.9	-2.6	3.2	3.8	-2.3	0.8
Nn1c(SCc2ccccn2)nncc1=O	-5.3	3.1	-1.7	0.3	-1.6	0.5	0.6	11.4	-1.0	2.3
COc1ccc2c(C)c(C(=O)O)oc2c1	-0.6	-1.5	-1.2	0.2	-6.4	0.9	3.1	nt	-0.9	-1.4
COc1ccc(N2C(N)=NC(N)=NC2(C)C)cc1	10.8	-3.9	-0.9	nt	-1.4	1.7	2.9	nt	-1.1	-2.0
O=S1(=O)CC2NC(=S)N(c3cccc(Br)c3)C2C1 (stereo unspecified)	nt	nt	nt	-2.2	nt	nt	2.2	nt	-2.6	-0.1
COc1ccc(CCNC(=O)c2c(C)nc3ccccn23)cc1OC	2.3	19.6	0.5	-0.6	-1.2	2.2	-0.8	-6.8	-0.8	-0.2
CC(=O)c1cc(CCC(=O)NC2CCCCCC2)oc1C	2.5	7.2	-2.2	-0.7	10.7	-5.8	1.1	16.5	-1.6	2.9
Cc1csc(=O)n1CC(=O)OCc1cccc2ccccc12	0.0	4.5	nt	25.3	-19.2	-2.8	3.3	nt	-1.6	0.7
Cc1[nH]c2ccc(C(=O)OC(C)C(=O)NCc3ccccc3)cc2c1C (stereo unspecified)	6.9	-14.4	-1.7	-2.1	-14.1	3.3	1.4	-49.4	1.1	1.7
COC(=O)c1c(C)oc(C)c(C(=O)OC)c1=O	-7.8	-6.9	-1.4	nt	0.4	-3.6	2.6	8.2	-0.7	5.3
COc1cc2c(cc1NC(=O)CSc1nccn1C)oc1ccccc12	-1.1	1.3	-3.9	27.2	-4.9	-5.2	3.9	5.3	1.1	1.9
COc1ccc(-c2cc(C(=O)OCC(=O)NC(C)C)c3ccccc3n2)cc1	1.3	-3.2	-0.1	1.6	-13.0	-3.1	1.8	nt	0.2	-0.9
CCOc1ccc(/C=C2/Sc3ccc(C(=O)NCC4CCCO4)cc3N(C)C2=O)cc1OC (stereo unspecified)	4.3	8.2	-0.9	-2.8	-8.5	-1.2	2.4	32.3	-0.2	3.0
BrC(/C=N/Nc1nc(N2CCOCC2)nc(N2CCOCC2)n1)=C/c1ccccc1	-9.0	4.1	-1.4	nt	-21.5	1.8	-2.1	15.6	2.4	4.6
Cc1cc2c(cc1C)N(CC(=O)N1CCCC1)C(=O)CC(c1ccccc1)=N2	-9.1	22.0	-0.9	26.6	11.3	-1.0	2.2	0.0	3.0	0.7
Cc1cc(C)c2nc(N(CCCN(C)C)C(=O)C3=COCCO3)sc2c1	-4.8	15.8	-1.6	12.1	4.3	-1.4	2.8	9.0	1.4	-0.4
NC(=O)CSc1nc2ccccc2nc1SCC(N)=O	3.3	-17.6	0.0	1.2	-23.2	0.3	1.1	-6.7	-1.4	-2.6

Full records as entered above. Values in the order: Tat export inh	Rtt109 HAT inh	CAL PDZ inh	Wnt act	PvdQ acylase	DAGLB inhibitor	phage Ecoli inh	PfHsp90 set2	E coli growth	AddAB inh
Shown for `O=S1(=O)CC2NC(=S)N(c3cccc(Br)c3)C2C1` (stereo unspecified) = nt	nt	nt	-2.2	nt	nt	2.2	nt	-2.6	-0.1
Shown for `CCOc1ccc(/C=C2/Sc3ccc(C(=O)NCC4CCCO4)cc3N(C)C2=O)cc1OC` (stereo unspecified) = 4.3	8.2	-0.9	-2.8	-8.5	-1.2	2.4	32.3	-0.2	3.0

Remaining list, next part:
SMILES	Tat export inh	Rtt109 HAT inh	CAL PDZ inh	Wnt act	PvdQ acylase	DAGLB inhibitor	phage Ecoli inh	PfHsp90 set2	E coli growth	AddAB inh
O=C(COc1ccccc1Cc1ccccc1)Nc1cccnc1	11.8	0.9	0.2	6.4	-10.5	-3.0	1.3	12.6	1.1	1.8
O=C1c2cccnc2C(=O)N1Cc1ccccc1	6.8	4.4	-0.5	-0.5	-6.3	-1.6	1.4	-24.5	0.3	1.2
O=C1NC(=S)S/C1=C\c1coc2ccccc2c1=O	30.4	11.2	-4.5	11.4	-13.0	8.0	3.2	-22.0	-0.3	-3.4
COc1ccc(S(=O)(=O)NC2CCCC2)cc1C(N)=O	2.7	-18.5	-2.0	0.1	-0.8	1.0	0.4	8.1	nt	nt
COC(=O)Cc1[nH]nc2c1C1(CCSCC1)C(C#N)=C(N)O2	-0.5	10.9	-1.7	-1.0	-3.5	0.4	-2.0	-8.3	2.7	1.4
COCCCNC(=O)c1ccc(Cn2c(=O)c3ccccc3n(Cc3ccc(C)cc3)c2=O)cc1	0.3	-9.4	-0.3	nt	5.8	-1.0	3.9	-7.5	2.5	1.8
Cc1ccc(NC(=O)c2cnc(SCC(=O)c3ccccc3)n(C)c2=O)cc1	5.2	-1.3	-1.0	nt	2.9	0.6	nt	-9.9	2.4	-0.8
CCNC(=O)COC(=O)c1cc(S(=O)(=O)N2CCCc3ccccc32)ccc1Cl	-4.6	27.4	-1.5	-3.2	-1.1	-0.7	-1.0	8.3	0.8	-0.6
CCCN1CNC(=S)N(CCc2ccccc2)C1	-2.1	5.9	-0.7	-1.4	-2.5	-1.7	1.7	-1.3	-1.3	-2.0
